# FBW7 act: activators of human E3 ligase FBW7; AID 1259310; AlphaScreen FBW7–phospho-cyclin E peptide binding, activator screen; hit rate 0.13% among 650,000; normalized activity (activation), % at 26.1 µM; Q969H0; in the data active = normalized activity above about 1.9%;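 also: purified mutant Fbw7 with reduced substrate affinity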
# Target sequence (Q969H0 whole entry, looked up): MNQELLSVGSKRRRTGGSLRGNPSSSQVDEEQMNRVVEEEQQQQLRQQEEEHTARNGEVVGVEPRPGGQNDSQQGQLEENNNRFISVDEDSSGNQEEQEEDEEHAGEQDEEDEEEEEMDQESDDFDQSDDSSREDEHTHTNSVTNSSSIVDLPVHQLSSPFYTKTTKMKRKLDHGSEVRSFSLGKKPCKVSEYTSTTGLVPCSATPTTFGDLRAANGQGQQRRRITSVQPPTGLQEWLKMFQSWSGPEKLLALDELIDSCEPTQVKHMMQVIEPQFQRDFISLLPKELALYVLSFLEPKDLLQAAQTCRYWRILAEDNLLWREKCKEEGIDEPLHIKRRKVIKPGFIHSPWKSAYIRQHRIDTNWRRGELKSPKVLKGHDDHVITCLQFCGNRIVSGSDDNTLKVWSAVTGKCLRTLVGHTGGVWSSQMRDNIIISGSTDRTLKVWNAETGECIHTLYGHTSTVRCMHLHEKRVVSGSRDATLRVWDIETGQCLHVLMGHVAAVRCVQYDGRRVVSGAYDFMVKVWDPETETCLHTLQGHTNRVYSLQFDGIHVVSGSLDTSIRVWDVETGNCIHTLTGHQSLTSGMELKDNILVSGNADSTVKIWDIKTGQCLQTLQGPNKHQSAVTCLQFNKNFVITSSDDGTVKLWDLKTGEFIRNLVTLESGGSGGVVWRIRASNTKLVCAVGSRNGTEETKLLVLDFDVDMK
# TEAD-YAP block: TEAD-YAP interaction inhibition; HEK-TIYL cells, TEAD-Gal4/YAP UAS-luciferase luminescence; inhibition, % at 9.12 µM; hit rate 1.4% among 640,000; AID 1259422; in the data active = inhibition above about 32%;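 also: 0% = median of test compound wells and 100% = reference inhibitor wells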
# GPR151 ag: activates the human receptor GPR151. Q8TDV0. PathHunter beta-arrestin GPR151 cells, luminescence. activation, % at 11.2 µM. hit rate 1% among 650,000. AID 1508602; in the data active = activation above about 4.9%;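 also: 0% = median of compound wells and 100% = cells with positive control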
# Target sequence (Q8TDV0 whole entry, looked up): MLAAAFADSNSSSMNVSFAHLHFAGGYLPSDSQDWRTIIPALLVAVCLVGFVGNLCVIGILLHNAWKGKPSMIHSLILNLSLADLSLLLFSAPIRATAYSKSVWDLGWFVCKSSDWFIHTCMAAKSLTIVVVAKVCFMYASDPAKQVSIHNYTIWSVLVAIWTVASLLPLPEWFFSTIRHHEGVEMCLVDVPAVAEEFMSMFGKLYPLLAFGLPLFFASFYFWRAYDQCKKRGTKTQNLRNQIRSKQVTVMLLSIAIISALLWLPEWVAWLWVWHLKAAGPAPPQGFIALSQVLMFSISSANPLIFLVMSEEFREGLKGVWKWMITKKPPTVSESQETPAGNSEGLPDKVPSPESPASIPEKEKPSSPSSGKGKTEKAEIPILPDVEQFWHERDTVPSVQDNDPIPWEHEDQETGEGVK
# MITF inh: inhibitors of human MITF; hit rate 0.91% among 650,000; AlphaScreen MITF homodimerization, bead proximity signal; inhibition, % at 2.6 µM; O75030; in the data active = inhibition above about 50%;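 also: 0% = vehicle wells with protein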
# Active calls of the source: *; . = not tested or not shown; & = joins results of further samples; ! = a repeat was not active.
SMILES,FBW7 act,TEAD-YAP block,GPR151 ag,MITF inh
COc1ccc(Cc2nc(-c3ccc(C)cc3)no2)cc1,0.3,-32,-0.6,-5
O=C1CCCN1CCP(=O)(O)CN1CCCC1=O,0.0,5,1.5,14
Cc1ccc2nc3c(c(Nc4ccc(N5CCOCC5)cc4)c2c1)CCC3,0.1,0,-0.2,5
CC(=O)C1=C(O)C(=O)N(c2ccc(OCC(=O)O)cc2)C1c1ccc(Cl)cc1Cl (configuration not stated),-0.1,-3,0.4,-2
COc1ccccc1-n1cc(-c2ccccc2)[nH]c1=S,0.2,8,-1.4,22
Cc1cc(=O)oc2cc(NC(=O)NCc3noc4ccccc34)ccc12,-0.1,-22,-0.9,2
CC(C)(C)c1ccc(OCC(=O)NCC2CCCO2)cc1 (configuration not stated),0.4,16,0.5,-3
COc1ccc(/C(O)=C2/C(=O)C(=O)N(CCCN(C)C)C2c2ccc(N(C)C)cc2)cc1 (configuration not stated),0.4,3,0.7,5
CCOC(=O)CN1C(=O)C(O)(C2CCc3ccccc3C2=O)c2ccccc21 (configuration not stated),-0.1,3,-1.0,12
COc1ccc(C(=O)N(CCN2CCOCC2)c2nc3c(SC)cccc3s2)cc1,-0.2,-34,-0.2,14
O=C(NCc1ccccc1)c1ccnc(Nc2ccc(-n3ccnc3)cc2)c1,0.1,-9,3.7,10
COc1ccc(C(=O)NCCc2nnc3n2CCN(Cc2cccc(F)c2F)CC3)cc1,-0.2,13,0.5,-44
O=C(O)c1cccc(Oc2ccc(Oc3ccc4c(c3)C(=O)N(c3ccccn3)C4=O)cc2)c1,-0.1,-8,0.0,-1
CC(=O)NC1C(=O)N(Cc2ccccc2)c2c(C)cc(C)cc21 (configuration not stated),-0.1,13,0.0,26
COc1ccccc1N1CCN(S(=O)(=O)c2c[nH]c(=O)[nH]c2=O)CC1,-0.2,-7,-3.0,-7
CC(C)CNC(=O)NC1(C(F)(F)F)Oc2ccccc2O1,0.2,-8,2.5,8
Cc1ccc(C23CC4CC(C2)CC(c2csc(NC(=O)c5ccc(Cl)cc5Cl)n2)(C4)C3)cc1,0.0,-1,-0.6,3
COc1ccc(NC(=O)c2ccc3c(=O)n(-c4cccc(C(F)(F)F)c4)c(=S)[nH]c3c2)c(OC)c1,0.2,9,-1.3,5
C=CCN=Cc1c(C)[nH]n(-c2ccc([N+](=O)[O-])cc2)c1=O,0.0,-62,-6.6,0
CCc1ccc(-n2c(=S)sc3c(=O)n(-c4ccc(F)cc4)c(SCC(=O)NCc4ccccc4Cl)nc32)cc1,0.1,-6,2.5,-46
CCCCNC(=O)CSc1ccc(C(=O)Nc2ccccc2C(F)(F)F)cc1[N+](=O)[O-],0.2,1,-1.4,5
CC12CCCCC1c1ccccc1/C(=C\C(N)=O)N2 (configuration not stated),-0.1,-7,0.5,-7
COc1ccc2c(c1)C(c1ccncc1)=NNC(c1ccc(OC)c(OC)c1)=N2,0.1,14,0.8,10
COc1ccc(OC)c(NC(=O)c2nccnc2C(=O)O)c1,0.3,2,0.1,19
COc1ccc(S(=O)(=O)N(CC(=O)Nc2ccc(S(=O)(=O)N3CCOCC3)cc2)c2ccc(C)cc2)cc1,0.3,-3,-1.8,12

# (next part)
SMILES,FBW7 act,TEAD-YAP block,GPR151 ag,MITF inh
C/C(N)=C(/C#N)C(=O)COC(=O)c1ccc(-n2c(C)ccc2C)cc1,0.0,-4,2.2,-6
O=C1C(=O)N(CN2N=C(c3ccc(Br)cc3)CC2c2ccccc2)c2ccc(Br)cc21 (configuration not stated),0.1,2,-0.4,2
COc1ccccc1NCC(=O)N/N=C\c1ccc(C(=O)O)cc1,-0.1,3,0.3,-4
COc1ccc(C(=O)OC2CC3CCC(C2)N3C(C)=O)cc1OC (configuration not stated),0.3,15,0.4,18
COc1ccccc1NC(=O)C1CCN(C(=O)N2CCOc3ccccc32)CC1,-0.2,0,-0.7,-2
O=C(Nn1cnnc1)c1cc2c(s1)CCCC2,-0.1,-9,0.5,3
CC(=O)c1ccc(NC(=O)COC(=O)c2cc(S(=O)(=O)N(C)C)ccc2Cl)cc1,0.1,6,-1.1,13
Cc1nnc2c(N3CCCC(C)C3)nc3ccccc3n12 (configuration not stated),0.2,5,0.6,14
CC(=O)Nc1ccc(NC(=O)c2oc(=O)c3ccccc3c2-c2ccccc2)cc1,-0.1,4,-0.2,11
CC(C)Cn1cc(C(=O)N2CCC(C)CC2)c2c3ccccc3n(C)c2c1=O,0.1,3,0.4,-3
O=C(NCC1COc2ccccc2O1)C1COc2ccccc2O1 (configuration not stated),-0.1,-5,0.4,-2
CCN(Cc1ccccc1)C(=O)C1CCN(Cc2sccc2C)CC1,0.0,-7,-0.1,14
C/C(=N\N=C(N)N)c1cccc(Cl)c1,-0.1,5,2.2,5
CC(=O)c1c(C)[nH]c(C(=O)CSc2nc3ccccc3c(=O)n2C)c1C,0.5,1,0.4,10
c1ccc2c3c(ccc2c1)-c1cccc2cccc(c12)O3,-0.1,-2,1.5,-4
O=C(CSc1nnc(NC(=O)c2ccc(S(=O)(=O)N3CCOCC3)cc2)s1)Nc1nccs1,-0.1,-7,1.1,3
Cc1cc(C)c(C#N)c(SCc2nnc(-c3ccc([N+](=O)[O-])cc3)o2)n1,-0.1,4,-0.3,6
CCOC(=O)c1csc(NC(=O)c2ccc(N3C(=O)CCC3=O)cc2)n1,0.0,-2,1.6,-7
CCn1c(C(=O)N2CCC(C(=O)O)CC2)cc2sccc21,0.1,-1,0.2,-3
COC(=O)C1=C(N)N(c2ccccc2F)C2=C(C(=O)CC(C)(C)C2)C1c1ccc2c(c1)OCO2 (configuration not stated),0.0,-2,0.0,-19
COc1cc(Cl)c(C)cc1NC(=O)COC(=O)C(CC(C)C)NC(N)=O (configuration not stated),-0.1,-4,0.0,-16
CC(C)(C)n1nc2c(c1NC(=O)c1cccc3ccccc13)CS(=O)(=O)C2,0.0,-17,0.0,-9
CCCCOC(=O)Nc1c(C)cccc1C,-0.1,0,-1.1,-8
NS(=O)(=O)c1cc(C(=O)Nc2cc(C(F)(F)F)ccc2Cl)ccc1F,0.4,8,0.7,8
COc1ccc(S(=O)(=O)NC(C)C(=O)Nc2ccccc2C(F)(F)F)cc1 (configuration not stated),0.1,3,-2.3,-3

# Further results follow.
SMILES,FBW7 act,TEAD-YAP block,GPR151 ag,MITF inh
OC(CN1CCCCCC1)Cn1c2ccccc2c2ccccc21 (configuration not stated),-0.1,9,0.6,11
O=C(CN(Cc1ccccc1)S(=O)(=O)c1ccc(Br)cc1)Nc1ccc(Cl)cc1,-0.1,-7,-0.3,-9
CC(C)(C)c1ccc(-c2nnnn2-c2cccnc2)cc1,-0.4,-49,0.4,-10
NNc1nncc2ccccc12,0.7&0.2&0.0,37*!,-0.9&-3.7&1.6,5&27&0
CC(C)CC(=O)Nc1nc2c(s1)CCc1ccccc1-2,0.0,9,0.2,3
COCC(=O)N(CCc1ccc(OC)cc1)Cc1nc2ccccc2c(=O)[nH]1,-0.1,-11,1.5,-10
Cn1c(=O)n(C)c2cc(NS(=O)(=O)c3ccc(Br)s3)ccc21,0.0,-1,-0.7,10
O=C(NC(Cc1ccccc1)C(=O)O)/C(=C/c1ccco1)NC(=O)c1cccc(Br)c1 (configuration not stated),0.0,-4,0.0,4
Cc1ccc(C2CC(C(F)(F)F)n3nc(C(=O)Nc4cccc(C)c4)cc3N2)cc1 (configuration not stated),0.5,-12,-0.6,13
O=C(Nc1cccc(NC(=O)c2ccc(-c3ccc(Cl)cc3)o2)c1)c1ccco1,-0.1,-15,0.2,20
CCOC(=O)c1ccccc1NC(=O)c1noc2c1COc1ccc(C)cc1-2,0.1,5,-0.2,1
COc1ccc(CC(=O)Nc2ccc(O)cc2C(=O)O)cc1OC,-0.2,5,1.9,0
O=C(Nc1ccc(S(=O)(=O)Nc2ncccn2)cc1)c1cccnc1,-0.1,-10,0.9,-1
CC(C)(C)NC(=O)Cc1csc2nc(-c3ccccc3)cn12,0.1,7,0.7,10
COc1cc(Nc2c(-c3ccc(Cl)cc3)c(=O)c2=O)cc(OC)c1OC,0.1,3,-1.8,8
CC(=O)N[C@@H]1c2ccccc2C2(CCN(C(=O)C3(C)CC3)CC2)[C@H]1OCc1ccncc1,-0.1,-2,-0.4,-4
O=C1c2c(Cl)c(Cl)c(Cl)c(Cl)c2C(=O)N1c1ccc([N+](=O)[O-])cc1,0.0,-6,4.1,-6
COc1ccc(CC(=O)NNC(=O)Cc2cccs2)cc1OC,0.0,8,1.2,-6
O=C1C=C(NNC(=O)c2cccnc2)CC(c2ccccc2)C1 (configuration not stated),0.1,-2,-1.0,2
CC1(C)NN(CCO)C(=Nc2ccccc2)S1,0.5,9,0.1,6
CCC(Sc1ncnc2c1sc1ccccc12)C(=O)NC1CCCC1 (configuration not stated),0.1,-4,1.5,4
N#CC1=C(N)C(C#N)(C#N)C(c2cccnc2)C2CCCC=C12 (configuration not stated),-0.1,-1,0.5,12
O=C(COc1cccc2c1CCNC2=O)Nc1ccc(Cl)c(Cl)c1,-0.2,6,2.1,4
O=c1[nH]c(=S)[nH]c2scc(-c3ccc(Br)cc3)c12,-0.2,-7,0.2,4
Oc1ccccc1N1CCN(C(=S)Nc2ccccc2)CC1,-0.1,2,0.5,-1

# Next compounds follow.
SMILES,FBW7 act,TEAD-YAP block,GPR151 ag,MITF inh
COc1cccc(/C=N/NC(=O)CCCC(=O)NC2CCCCC2)c1,0.1,6,1.3,6
CCOC(=O)c1c(NC(=O)CSc2nc3sc4c(c3c(=O)n2-c2ccccc2)CCC4)sc2c1CCCCC2,0.7,5,0.7,-8
Cc1[nH]c(=S)c(C#N)c(-c2cccs2)c1C(=O)Nc1ccccc1,0.2,4,0.5,-7
CCOc1ccc(C2(c3cccc(F)c3)CCCC2)cc1,0.0,-3,-0.7,2
O=S(=O)(Nc1cc(Sc2nc3ccccc3s2)c(O)c2ccccc12)c1ccc(F)cc1,-0.7,-8,-0.7,11
FC(F)(F)c1cc(/C=C/c2cccs2)no1,0.1,-3,0.3,3
O=C(O)/C=C/C(=O)NCCc1ccccc1,-0.1,3,0.0,-15
O=C(NC1CCCCC1)C1CC(=O)N(c2ccccc2)C1 (configuration not stated),0.8,2,-0.5,16
CC(C(=O)C(C#N)c1nc2ccccc2n1C)N1C(=O)c2ccccc2C1=O (configuration not stated),0.1,-4,0.9,8
Cc1ccccc1CN1CCNC(=O)C1CC(=O)NCc1ccc(F)cc1F (configuration not stated),-0.1,19,0.1,8
C/C(=N/NC(=O)c1cc(C(C)C)[nH]n1)c1ccc([N+](=O)[O-])cc1,-0.1,-8,-0.6,13
O=C1CCCN1CCCNc1nc(Nc2ccncn2)nc2c1ncn2-c1ccccc1,-0.2,38*,-2.2,5
CCc1ccc2c(c1)c(=O)c(S(=O)(=O)c1ccc(Cl)cc1)cn2C,0.1,-7,-1.6,2
Cc1ccc(N2C(=O)C(Cl)=C(N3CCCCC3)C2=O)cc1,0.3,7,7.5*,-12
CN1C(=O)c2ccccc2C(C(=O)O)C1c1cccc([N+](=O)[O-])c1 (configuration not stated),0.0,-6,-0.6,-2
Cc1[nH]n2c(=O)c3c(nc2c1-c1cccs1)CCC3,-0.2,7,1.7,-3
C=CCSc1cccc2ccncc12,0.0,-2,-0.1,15
C[C@H]1CCC(C(=O)O)N[C@@H]1c1ccc(C#CCN(C)C)cc1 (some centres not stated),0.0,.,-1.8,-17
CC(CCc1ccccc1)NC(=O)c1ccco1 (configuration not stated),0.1,8,-0.4,12
O=C(c1cnn(-c2cccc(F)c2)c1)c1ccccc1O,-0.1,-53,-1.3,1
N#CC1=C(SCC(=O)Nc2cccc(F)c2)NC2=C(C(=O)CCC2)C1c1ccco1 (configuration not stated),-0.2,-10,-0.5,-4
Nc1ncc(Br)cc1S(=O)(=O)NCCC(=O)NC1CCCCC1,0.0,6,0.5,4
CC(Oc1ccccc1)C(=O)N(c1ccc(Br)cc1)C1C=CS(=O)(=O)C1 (configuration not stated),-0.2,-29,0.1,-6
Cc1nc2sc(C(c3cccs3)N3CCN(CCO)CC3)c(O)n2n1 (configuration not stated),0.3,5,3.8,12

# Just MITF inh, TEAD-YAP block and GPR151 ag (2 entries from above):
Compound	MITF inh	TEAD-YAP block	GPR151 ag
COc1ccc2c(c1)C(c1ccncc1)=NNC(c1ccc(OC)c(OC)c1)=N2	10	14	0.8
CC1(C)NN(CCO)C(=Nc2ccccc2)S1	6	9	0.1

# Molecules shown so far containing a thiophene ring, fused or not:
SMILES,FBW7 act,TEAD-YAP block,GPR151 ag,MITF inh
O=C(Nn1cnnc1)c1cc2c(s1)CCCC2,-0.1,-9,0.5,3
CCN(Cc1ccccc1)C(=O)C1CCN(Cc2sccc2C)CC1,0.0,-7,-0.1,14
CCn1c(C(=O)N2CCC(C(=O)O)CC2)cc2sccc21,0.1,-1,0.2,-3
Cn1c(=O)n(C)c2cc(NS(=O)(=O)c3ccc(Br)s3)ccc21,0.0,-1,-0.7,10
COc1ccc(CC(=O)NNC(=O)Cc2cccs2)cc1OC,0.0,8,1.2,-6
CCC(Sc1ncnc2c1sc1ccccc12)C(=O)NC1CCCC1 (configuration not stated),0.1,-4,1.5,4
O=c1[nH]c(=S)[nH]c2scc(-c3ccc(Br)cc3)c12,-0.2,-7,0.2,4
CCOC(=O)c1c(NC(=O)CSc2nc3sc4c(c3c(=O)n2-c2ccccc2)CCC4)sc2c1CCCCC2,0.7,5,0.7,-8
Cc1[nH]c(=S)c(C#N)c(-c2cccs2)c1C(=O)Nc1ccccc1,0.2,4,0.5,-7
FC(F)(F)c1cc(/C=C/c2cccs2)no1,0.1,-3,0.3,3
Cc1[nH]n2c(=O)c3c(nc2c1-c1cccs1)CCC3,-0.2,7,1.7,-3
Cc1nc2sc(C(c3cccs3)N3CCN(CCO)CC3)c(O)n2n1 (configuration not stated),0.3,5,3.8,12
